OX1R antag-1: OX1R (HCRTR1) antagonists, primary screen, fluorescence, CHO/OX1R cells, Fluo-8 calcium, orexin A | Fluo-8 calcium fluorescence | inhibition, % at 5 µM | actives 0.43% (n = 330,000) | AID 434989, 2010;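 active = inhibition above its plate's threshold, mean inhibition of all tested compounds on the plate plus 3 SD, cut at about 37% in these data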;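 note: 0% = orexin A challenge wells and 100% = SB-334867-A antagonist wells; not every result past the cut was called active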
Target sequence (O43613 whole entry, looked up): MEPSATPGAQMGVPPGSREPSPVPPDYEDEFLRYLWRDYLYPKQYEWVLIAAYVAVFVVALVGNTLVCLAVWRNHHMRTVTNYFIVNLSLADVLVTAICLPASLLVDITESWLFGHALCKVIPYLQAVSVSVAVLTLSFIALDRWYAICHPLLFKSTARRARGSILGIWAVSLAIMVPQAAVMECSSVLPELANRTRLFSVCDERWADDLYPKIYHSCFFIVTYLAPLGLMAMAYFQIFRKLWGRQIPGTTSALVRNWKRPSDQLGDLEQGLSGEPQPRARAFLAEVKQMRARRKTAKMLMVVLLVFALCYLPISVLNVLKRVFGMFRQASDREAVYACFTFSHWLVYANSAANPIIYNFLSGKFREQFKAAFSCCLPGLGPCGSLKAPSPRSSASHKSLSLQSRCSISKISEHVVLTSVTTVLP
OX1R antag-2: antagonists of human orexin 1 receptor (OX1R) | Orexin/Hypocretin receptor type 1 (Homo sapiens), O43613 | OX1R-expressing cells, FRET antagonist read-out | inhibition, % at 6.6 µM | actives 1.8% (n = 330,000) | AID 485270, 2010; in the data active = inhibition mostly above about 38%, no sharp cut-off; inactive = mostly below about 40%;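 note: 0% = agonist challenge alone and 100% = reference antagonist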
CHT PAM: CHT positive allosteric modulators, primary screen, cell-based, membrane potential dye, choline EC20. High affinity choline transporter 1 (Homo sapiens), Q9GZV3. CHT-expressing cells; stronger effect = higher value; LV-AA mutant CHT in HEK293 cells. B-score at 10 µM. actives 0.49% (n = 310,000);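 active = initial fluorescence not abnormally high and integrated response B-score, plate-corrected, over 3 SD above library mean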
Target sequence (Q9GZV3 whole entry, looked up): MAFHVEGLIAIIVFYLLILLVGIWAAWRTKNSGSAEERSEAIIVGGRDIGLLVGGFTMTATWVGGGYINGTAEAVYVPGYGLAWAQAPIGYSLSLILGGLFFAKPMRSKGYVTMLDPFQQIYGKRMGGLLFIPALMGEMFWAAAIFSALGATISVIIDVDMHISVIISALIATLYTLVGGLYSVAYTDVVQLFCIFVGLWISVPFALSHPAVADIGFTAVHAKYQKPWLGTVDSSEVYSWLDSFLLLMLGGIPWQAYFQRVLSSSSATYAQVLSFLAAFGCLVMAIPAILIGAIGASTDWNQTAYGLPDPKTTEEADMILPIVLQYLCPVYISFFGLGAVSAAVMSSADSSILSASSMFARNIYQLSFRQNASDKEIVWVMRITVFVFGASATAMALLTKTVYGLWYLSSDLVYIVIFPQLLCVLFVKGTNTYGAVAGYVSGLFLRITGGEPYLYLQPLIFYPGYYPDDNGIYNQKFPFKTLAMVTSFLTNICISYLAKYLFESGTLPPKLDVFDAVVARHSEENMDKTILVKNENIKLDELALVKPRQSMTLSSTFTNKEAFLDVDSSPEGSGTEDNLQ
The depositor's hits bear a star; i = inactive; / = no result given. No enrichment for hits. Share with any hit: about 2.5%.

Each structure is followed by: CHT PAM	OX1R antag-1	OX1R antag-2
Cc1cc(C)nc(SC2CC(=O)N(c3ccc(C)c(C)c3)C2=O)n1 (centres undefined)
    i	-26	-3
O=C(NCc1cccc(Br)c1)C1CC2Cn3c(nc4ccccc43)C2N1Cc1ccccc1 (centres undefined)
    i	-22	11
Cc1noc(C)c1COC(=O)[C@H](C)NS(=O)(=O)c1ccc(Cl)c(Cl)c1
    i	-27	10
Cc1cc(O)c(/C=N/Nc2ccc(Cl)cc2)c(=O)o1
    i	-17	24
O=C(c1ccc2nccnc2c1)N1CCCC(N2CCN(c3ccc(F)cc3)CC2)C1 (centres undefined)
    i	-22	7
CCCOC(=O)c1ccc(NC(=O)c2cc(=O)[nH]c3ccccc23)cc1
    i	-12	4
Cc1[nH]c2ccccc2c1C(c1ccccn1)c1c(C)[nH]c2ccccc12
    i	-28	12
CCc1cccc(C)c1Nc1nc2ccccc2n2cnnc12
    i	-12	-3
CSC1=C(C#N)C(c2ccc(C)cc2)C2=C(CCCC2=O)N1 (centres undefined)
    i	5	-2
Cc1ccc(/C=N/NC(=O)CSc2nc3ccccc3c(=O)n2-c2ccccc2C)s1
    i	-26	26
CNC(=O)c1ccsc1NC(=O)c1ccc(Cl)s1
    i	-10	32
CC(C)[C@H](NC(=O)[C@H](Cc1ccccc1)n1c(=O)[nH]c2ccccc2c1=O)C(=O)N[C@@H](Cc1ccccc1)C(=O)O
    i	-6	20
CCN(CC)C1CCN(C(=O)CCc2nnc(CCCCc3ccccc3)o2)C1 (centres undefined)
    i	-21	-3
CCC(NS(=O)(=O)c1ccc(C)cc1)C(=O)N1CCN(c2ccccn2)CC1 (centres undefined)
    i	-21	10
CCN(CC(=O)Nc1ccc2c(c1)OCCO2)Cc1cc(=O)n2ccsc2n1
    i	-22	7
Cc1ccccc1C(=O)NC1CCN(CC(=O)NCc2ccc(F)cc2)CC1
    i	-18	8
COC(=O)c1ccccc1C(=O)N1CCCC(CCC(=O)NCc2ccc(F)c(F)c2)C1 (centres undefined)
    i	-33	19
CC(=O)N1CCc2cc(S(=O)(=O)NCCC(=O)NCCc3ccccc3)ccc21
    i	-19	11
O=C(Nc1ccc(Cl)c(C(F)(F)F)c1)[C@@H]1CC=C[C@@H]2CCN(Cc3ccccc3)C(=O)[C@@H]21
    i	26	84*
O=C(Nc1ccc2oc(=O)ccc2c1)c1ccc(-c2ccc(Cl)cc2)o1
    i	-13	-6
CCOc1ccc(NC(=S)NN2C(C)CCCC2C)cc1 (centres undefined)
    i	2	-4
CCCCN(C)C1=CC2=CC(=C(C#N)C#N)CCC2CC1 (centres undefined)
    i	106*	25
Cc1ccc(NC(=O)c2ccc(F)cc2F)cc1
    i	-28	26
CC[C@]1(C(=O)OC)[C@H]2C(=O)N(C)C(=O)[C@H]2[C@H]2CN=C(SCc3ccc(C#N)cc3)N21
    /	-13	14
COc1ccc(/C=C2\SC(=O)N(CCNC(=O)C3=COCCO3)C2=O)cc1
    i	-10	23
O=C1NCCCC1C(=O)N/N=C/c1ccc(Cl)cc1 (centres undefined)
    i	-20	6
COc1ccccc1-n1cnnc1SC1CCOC1=O (centres undefined)
    i	-4	3
Cc1ccc(CSc2ncnc3c2cnn3Cc2ccccc2)cc1C
    i	-3	18
Cc1cc(S(=O)(=O)NC2CCCCC2)ccc1OCC(=O)NCC1CCCO1 (centres undefined)
    i	-9	22
O=C(Nc1cccc(S(=O)(=O)N2CCCCC2)c1)c1ccc2c(c1)OCO2
    i	-31	19
CC/C(=N\NC(=S)Nc1ccc(OC)cc1)c1ccc(OC(F)F)cc1
    i	-14	8
S=c1[nH]nc([C@@H]2C[C@H]2c2ccccc2)n1-c1ccccc1
    i	0	6
O=c1cc(NCc2ccco2)[nH]c(=O)n1-c1ccc(Br)cc1
    i	-16	14
CCN(CC)S(=O)(=O)c1ccc(NC(=O)CCC2CCCCC2)cc1
    i	-7	15
CC1CCCC(C)N1CCCNC(=O)C1CCCN(c2ncnc3c2nc2n3CCCCC2)C1 (centres undefined)
    i	-5	19
C[C@H](NC(=O)c1ccccc1Cl)C(=O)OCc1cn2cc(Cl)ccc2n1
    i	-18	17
COCCNC(=O)C12CC3CC(C1)CC(c1ccccc1)(C3)C2
    i	-18	33
Cc1nnc(-c2cnn(C)c2N)n1Cc1ccc2c(c1)OCO2
    i	1	12
O=C(OCc1cc2ccccc2[nH]c1=O)c1ccncc1
    i	2	19
Cc1cccc(N2CCN(C(=O)c3cc(S(=O)(=O)N4CCOCC4)cn3C)CC2)c1C
    i	-22	7
c1ccc2c(CCNc3ncnc4nc[nH]c34)c[nH]c2c1
    i	-9	13
O=C(O)Cc1cn(Cc2cccc(Cl)c2)c2ccccc12
    i	-1	24
COCCN1C2=C(C(=O)CC(C)(C)C2)C(c2ccc(OC)c(OC)c2)C2=C1CC(C)(C)CC2=O
    i	-7	12
O=C(CCn1c(=S)oc2ccccc21)Nc1cc([N+](=O)[O-])ccc1F
    i	-6	16
O=C1/C(=C\c2ccc(O)c(O)c2)N=C2CCCCCN12
    i	-2	18
O=C(O)CCCC(=O)Nc1cccc(C(=O)Nc2ccccc2C(=O)O)c1
    i	-15	24
O=C1CSC(=Nc2cccc([N+](=O)[O-])c2)N1
    i	-22	10
COc1ccc(S(=O)(=O)N2CCOCC2)cc1NC(=O)CN1CCCCCC1
    i	-21	6
Cc1nnc(NC(=O)c2cccc(F)c2)s1
    i	-1	6
CCOC(=O)n1c(=O)n(C)c2ccc(Br)cc21
    i	-24	12
CCCN=C1N(C)C[C@@H]2[C@@H]3C(=O)N(C)C(=O)[C@@H]3[C@](Cc3ccccc3)(C(=O)OC)N12
    /	1	5
COC(=O)C(Cc1cnc(Cl)s1)(C(=O)OC)c1ccccc1[N+](=O)[O-]
    i	1	4
Cc1ccc(CNc2ccc(CNc3ncn[nH]3)cc2)cc1
    i	0	14
COc1cc(C)c(CNc2cccc(C)c2)cc1C
    i	-29	7
Cc1cc(C)n2nc(C(=O)Nc3nccs3)nc2n1
    i	2	6
Cc1cc(C)nc(NC(=NCCc2c[nH]c3ccccc23)NC(=O)C(C)(C)C)n1
    i	-26	4
CN(C(=O)/C=C/c1ccc2c(c1)OCO2)c1ccccc1
    i	-37	13
Cc1cc(C)c(S(=O)(=O)Nc2ccccc2C(=O)N2CCOCC2)c(C)c1
    i	-17	16
CC(C)(C)NC(=S)NCCc1ccccc1
    i	-9	22
Cc1ccc(C)c(S(=O)(=O)N2CCN(C(=O)Cn3[nH]c(=O)c4ccccc4c3=O)CC2)c1
    i	-34	11

Next results
Each structure is followed by: CHT PAM	OX1R antag-1	OX1R antag-2
COc1ccc(OC)c(S(=O)(=O)NC2CCCCC2)c1
    i	-6	10
CCOC(=O)c1sc(NC(=O)Cn2nnc3sc4c(c3c2=O)CCC(C(C)(C)C)C4)nc1C (centres undefined)
    i	-27	17
N#Cc1ccccc1Cn1c(=O)n(C2CCCC2)c(=O)c2ccccc21
    i	-35	13
N#Cc1c(NC(=O)c2ccncc2)sc2c1CCC2
    i	-7	2
COc1ccc(S(=O)(=O)N2CC(=O)Nc3ccccc32)cc1C
    i	-13	14
O=C(CCCN=C1NS(=O)(=O)c2ccccc21)OCC(=O)c1ccccc1
    i	-14	15
CCOC(=O)c1[nH]c(C)c(C(=O)OCC(=O)NCc2ccc(OC)c(OC)c2)c1C
    /	-13	10
N#CC1=C2SCN(Cc3ccccc3)CN2C(=O)CC1c1ccc2c(c1)OCO2 (centres undefined)
    i	-22	20
O=C(O)CN(c1ccc2c(c1)OCCO2)S(=O)(=O)c1ccccc1
    i	-6	17
O=C(NCCN1CCOCC1)c1cc(Sc2ccc(F)cc2F)nc2ccccc12
    i	-24	32
COc1cccc(/C=C/C(=O)Nc2ccc3[nH]c(=O)[nH]c3c2)c1
    i	-12	19
CCOc1ccc(N(C(C)C(=O)NCc2ccco2)S(C)(=O)=O)cc1 (centres undefined)
    i	-1	7
Cc1ccc(/C=C(\C#N)C(=O)Nc2ccccn2)o1
    i	3	37
CC(C)Cc1nc2n[nH]c(N)c2c2c1CCC2
    i	-26	12
Cn1c(SCC(=O)N2CCN(c3ccccc3)CC2)nnc1-c1ccco1
    i	-23	20
COc1ccc(/C=C/CN2CCC(n3nccc3NC(=O)C3CC3)CC2)cc1
    i	-11	12
COc1ccc(-c2c(C(F)(F)F)oc3c(CN4CCN(C)CC4)c(O)ccc3c2=O)cc1
    i	0	23
C/C(=N\NC(=O)c1ccc(NS(=O)(=O)c2cccs2)cc1)c1ccc(O)cc1O
    i	-16	23
O=C(O)CCC(=O)NNC(=O)COc1ccc(Cl)cc1Cl
    i	-24	15
COc1cc(NCCCCCCCN)c2ncccc2c1
    i	-3	19
COc1ccc(NC2=C(C(C)=O)C(c3ccc4c(c3)OCO4)C(C(C)=O)C(C)(O)C2)cc1 (centres undefined)
    i	-11	18
N#Cc1ccc(C(=O)Nn2cnnc2)cc1
    i	5	0
CC(OC(=O)C1CSC2(C)CCC(=O)N12)C(=O)Nc1ccc(F)cc1 (centres undefined)
    /	13	6
O=C(C1CCN(S(=O)(=O)c2ccc(F)cc2)CC1)N1CCOCC1
    i	-7	0
COc1cccc(-n2c(SCC(=O)Nc3nc4ccccc4s3)nc3ccccc3c2=O)c1
    i	-15	22
CC(C)COCC1CC2(CC(C)C(=O)CC2=O)C(=O)O1 (centres undefined)
    i	-12	12
Cc1ccc(N)c2c1OCCC2=O
    i	-10	26
COC(=O)c1ccc(CNC(=O)COC(=O)/C=C/c2cc(OC)c(OC)c(OC)c2)cc1
    /	-22	7
C/C(NCCCn1ccnc1)=C(\C#N)C(N)=O
    i	-17	7
Cc1ccc(NC(=O)CC(=O)Nc2ccc(C)c(C)c2)cc1C
    i	-16	0

The closing 7 entries of the part above lead into the next.
Each structure is followed by: CHT PAM	OX1R antag-1	OX1R antag-2
O=C(C1CCN(S(=O)(=O)c2ccc(F)cc2)CC1)N1CCOCC1
    i	-7	0
COc1cccc(-n2c(SCC(=O)Nc3nc4ccccc4s3)nc3ccccc3c2=O)c1
    i	-15	22
CC(C)COCC1CC2(CC(C)C(=O)CC2=O)C(=O)O1 (centres undefined)
    i	-12	12
Cc1ccc(N)c2c1OCCC2=O
    i	-10	26
COC(=O)c1ccc(CNC(=O)COC(=O)/C=C/c2cc(OC)c(OC)c(OC)c2)cc1
    /	-22	7
C/C(NCCCn1ccnc1)=C(\C#N)C(N)=O
    i	-17	7
Cc1ccc(NC(=O)CC(=O)Nc2ccc(C)c(C)c2)cc1C
    i	-16	0
CC(C)(C)OC(=O)NCC(=O)Oc1cc2oc(=O)cc(-c3ccccc3)c2cc1Cl
    i	-11	23
O=C(CNC(=O)c1ccco1)NCC(=O)OCc1c(F)cccc1Cl
    i	-6	2
O=C(O)c1cc2n(n1)C(C(F)(F)F)CC(C1CC1)N2 (centres undefined)
    i	-7	16
CCOc1ccc(S(=O)(=O)N(CC(N)=O)c2ccc(C)cc2)cc1
    i	-12	9
CCOC(=O)CNC(=O)Cn1cnc2c(nnn2-c2cccc(Cl)c2)c1=O
    i	-7	18
Cc1nc2sccn2c(=O)c1CCN1CCC(=C(c2ccccc2)c2ccc(F)cc2)CC1
    i	-36	14
CCOc1ccc(-c2cn(-c3ccccc3OC)c(=S)[nH]2)cc1
    i	-30	10
COC(=O)c1ccc[n+](CC(=O)Nc2ccc(OC(F)F)cc2)c1
    i	-6	19
O=C(COC(=O)c1cccs1)Nc1cccc(S(=O)(=O)N2CCOCC2)c1
    i	-17	7
COc1cccc(-c2c(C(=O)N/N=C(\C)COc3ccccc3)nnn2-c2nonc2N)c1
    i	-8	24
Cc1cc(Cl)ccc1OC(C)C(=O)Nc1ccc(S(=O)(=O)Nc2cnc3ccccc3n2)cc1 (centres undefined)
    i	-7	51
COCC(=O)Nc1nnc(CCc2ccccc2)s1
    i	-8	6
COc1ccc(S(=O)(=O)NCC(=O)N(CC(=O)NCC2CCCO2)Cc2ccc(F)cc2)cc1 (centres undefined)
    i	-10	12
CC1CCN(C(=O)C(Cc2ccccc2)n2cccc2)CC1 (centres undefined)
    i	-23	9
CN1CCN(C(=S)Nc2cccc(C(F)(F)F)c2)CC1
    i	3	-2
Cc1cc(C)c(C#N)c(OCc2ccc(Cl)nc2)n1
    i	-8	-2
Cc1ccc(C(=O)NCCS(=O)(=O)N2CCN(c3ccccc3F)CC2)cc1[N+](=O)[O-]
    i	-19	-1
Cc1[nH]c(=O)[nH]c(=O)c1S(=O)(=O)N1CCCC(C(=O)N2CCN(c3ccccc3Cl)CC2)C1 (centres undefined)
    i	-1	8
CC(NC(=O)CN(C)Cc1cccs1)c1ccccc1 (centres undefined)
    i	3	4
CN(Cc1ccccc1)c1nc2c(c(=O)n(C)c(=O)n2C)n1CCCc1ccccc1
    8.7*	-19	6
C[C@H](CO)N1C[C@H](C)[C@@H](CN(C)Cc2ccc(C(=O)O)cc2)Oc2c(NS(=O)(=O)c3ccc(F)cc3)cccc2C1=O
    /	-5	10

Bioassay records from PubChem.
